M1 PAM = human CHRM1 positive allosteric modulation | 360,000 compounds, 0.088% hits | CHO-K1 hM1, Fluo-8 calcium fluorescence, ACh EC20; 0% = ACh EC20, 100% = maximal ACh | activation, % at 3 µM; in the data active = activation above about 19%, passing the limit was not always enough
Target sequence (P11229 whole entry, looked up): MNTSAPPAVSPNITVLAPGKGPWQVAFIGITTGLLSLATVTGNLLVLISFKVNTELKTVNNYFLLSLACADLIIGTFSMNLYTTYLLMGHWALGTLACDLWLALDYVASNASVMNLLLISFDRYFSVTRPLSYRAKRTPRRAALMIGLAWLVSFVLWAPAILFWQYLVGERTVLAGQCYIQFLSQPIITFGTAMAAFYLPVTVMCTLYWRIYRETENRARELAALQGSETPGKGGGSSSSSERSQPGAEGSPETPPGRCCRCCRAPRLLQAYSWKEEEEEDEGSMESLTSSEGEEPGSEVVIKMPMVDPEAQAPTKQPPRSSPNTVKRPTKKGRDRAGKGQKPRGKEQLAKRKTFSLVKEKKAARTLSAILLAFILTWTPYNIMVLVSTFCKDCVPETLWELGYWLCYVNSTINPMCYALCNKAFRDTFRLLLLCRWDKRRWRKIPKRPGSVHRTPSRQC
CHRM1 agonist = human M1 muscarinic receptor agonism. P11229. CHO-K1 hM1, Fluo-8 calcium fluorescence, agonist mode; 0% DMSO, 100% acetylcholine EC100. activation, % at 3 µM. 360,000 compounds, 0.33% hits. AID 588814;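 active = activation above the run's mean compound activation plus 3 SD, cut at about 16% in these data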;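 also: peak over basal fluorescence ratio within a 140 s kinetic read after compound addition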
CHRM4 antagonist = CHRM4 antagonism in calcium assay | P08173 | CHO-hM4 cells, ACh EC80, Fluo-8 calcium fluorescence | inhibition, % at 3 µM | 360,000 compounds, 0.73% hits | AID 624125;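 active = inhibition above its plate's cutoff, the mean inhibition of sample wells plus 3 SD, cut at about 27% in these data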;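 also: 0% = acetylcholine EC80 with DMSO and 100% = DMSO without agonist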
Target sequence (P08173 whole entry, looked up): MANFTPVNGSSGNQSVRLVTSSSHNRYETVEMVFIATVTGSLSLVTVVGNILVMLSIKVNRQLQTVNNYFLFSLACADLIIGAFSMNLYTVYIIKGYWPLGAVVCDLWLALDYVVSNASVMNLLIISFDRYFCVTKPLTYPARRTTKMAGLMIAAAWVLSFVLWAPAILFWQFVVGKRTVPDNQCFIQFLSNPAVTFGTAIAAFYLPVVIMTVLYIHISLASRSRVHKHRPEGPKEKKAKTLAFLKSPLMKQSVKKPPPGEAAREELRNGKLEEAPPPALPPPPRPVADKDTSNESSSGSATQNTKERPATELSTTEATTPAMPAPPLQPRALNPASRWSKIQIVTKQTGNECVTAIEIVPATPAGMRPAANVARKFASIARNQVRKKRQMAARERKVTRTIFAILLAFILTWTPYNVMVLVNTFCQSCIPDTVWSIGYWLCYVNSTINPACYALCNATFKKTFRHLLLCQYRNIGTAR
M1 antag = human CHRM1 antagonism | CHO-K1 hM1, Fluo-8 calcium fluorescence, ACh EC80 antagonist | inhibition, % at 3 µM | P11229 | AID 588852 | 360,000 compounds, 1.3% hits;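 active = percent inhibition above its own plate's cutoff, namely the mean of that plate's compound wells plus 3 SD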;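 also: peak over basal fluorescence ratio during 140 s after agonist addition; 0% = ACh EC80 plus DMSO and 100% = DMSO alone without agonist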
M4 ag = CHRM4 agonism in calcium assay | 360,000 compounds, 0.14% hits | CHO-K1 hM4/Gqi5, Fluo-8 calcium fluorescence; vehicle 0%, full acetylcholine response 100% | activation, % at 3 µM;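 active = activation above the run mean over all test wells plus 3 SD, cut at about 32% in these data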;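 also: peak over basal fluorescence ratio per well then scaled between controls; 0% = DMSO wells and 100% = acetylcholine at EC100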
OXTR potentiator = human OXTR potentiation; P30559; CHO-OTR cells, Fluo-8 calcium fluorescence, potentiator mode; 0% = oxytocin EC15, 100% = EC100; 320,000 compounds, 0.061% hits; activation, % at 3 µM;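 active = activation above that plate's cutoff, the mean activation of tested compounds plus 3 SD, cut at about 6.6% in these data, passing the limit was not always enough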;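 also: 100% uses oxytocin at 75 nM as the full agonist control; some results filed as inactive read as strong as hits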
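assay system = CHO-OTR cells, human receptor | schedule = compound 6 min at room temperature before oxytocin, 100 s read | detection = Fluo-8 intracellular calcium fluorescence, ex 470-495, em 515-575 nm | evaluation = normalized max/min fluorescence ratio, % activation | control set = EC15 oxytocin alone as 0%, 75 nM oxytocin (EC100) as 100%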
CHO-K1 Ca ag = counter-screen for M1 agonists: effect in parental CHO-K1 cells; Fluo-8 calcium fluorescence; scaled to maximal ATP response, vehicle zero; activation, % at 3 µM; 360,000 compounds, 0.48% hits; AID 602248; in the data active = activation above about 15%;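 also: untransfected CHO-K1 host cells lacking M1 receptor as counterscreen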
CHO parental Ca = signal in parental CHO cells, OX1R antagonist counter-screen. parental CHO-K1, ATP-induced calcium, Fluo-8 fluorescence. inhibition, % at 5.6 µM. 330,000 compounds, 0.63% hits. AID 463079;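 active = inhibition above that plate's mean sample inhibition plus 3 SD, cut at about 26% in these data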;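 also: 0% = ATP-challenged DMSO wells and 100% = DMSO wells without ATP; some compounds past the cut are filed as inactive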
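Material: Parental CHO cells | Reagent: ATP | Compound dosing: Single nominal dose of 5.6 µM per compound | Detection: Intracellular calcium via Fluo-8 no-wash fluorescent dye | Read-out: % inhibition of ATP-induced calcium mobilization | Benchmarks: Low control ATP plus DMSO, high control DMSO only | Replicates: Singlicate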
CHO-K1 Ca antag = counter-screen for M1 antagonists: effect in parental CHO-K1 cells | ATP-induced calcium, Fluo-8 fluorescence | inhibition, % at 3 µM | 360,000 compounds, 0.6% hits | AID 602250;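 active = inhibition above a per-plate cutoff, the plate's mean sample inhibition plus 3 SD, cut at about 24% in these data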;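 also: 0% = DMSO plus EC80 ATP and 100% = DMSO alone without ATP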
Numbers without * were called inactive; · = not tested or not shown. Outcome played no part in choosing rows; 2.9% or so of the library scored in one or more.

SMILES	M1 PAM	CHRM1 agonist	CHRM4 antagonist	M1 antag	M4 ag	OXTR potentiator	CHO-K1 Ca ag	CHO parental Ca	CHO-K1 Ca antag
CCOC(=O)C1=CN(CC)S(=O)(=O)NC1CC (stereo not drawn)	9	-2	-5	-18	1	·	0.6	5	-12
COC(=O)c1ccc(NC(=O)C23CC4CC(C2)CC(n2cnc(Cl)n2)(C4)C3)cc1	4	-3	1	-5	3	-2	1.2	-18	-6
CN(C)C(=O)CSc1nc(-c2ccccc2)c(-c2ccccc2)o1	-7	-13	-8	3	2	-13	0.8	-17	-11
COc1ccc(C2C(C#N)=C(N)Oc3c2c(-c2ccccc2)nn3-c2ccccc2)c(OC)c1OC (stereo not drawn)	1	1	14	0	8	-14	3.5	-17	10
CCCN(CC(=O)Nc1ccccc1C)C(=O)C1CC(=O)N(c2ccccc2C(C)CC)C1 (stereo not drawn)	1	-2	0	6	2	-6	0.6	-18	11
CC(C)N1C(=O)C(O)(C2COC(C)(C)CC2=O)c2ccccc21 (stereo not drawn)	-5	0	-4	24	0	-8	0.0	12	2
CCc1ccc(C=NC23CN4CN(CN(C4)C2)C3)s1	13	-4	12	-12	0	-1	0.6	-1	-4
COCc1cc(Sc2ccc(Cl)cc2Cl)nc(-c2ccccc2)n1	-4	-2	2	-1	0	-9	-0.1	1	5
CC(=O)N(CCc1ccccc1)Cc1cc2cc(C)ccc2[nH]c1=O	2	2	0	-16	2	-7	1.4	-3	-16
COCCCn1c(SCc2cccc(C(F)(F)F)c2)nc2cc(OC)c(OC)cc2c1=N	0	-3	-1	9	3	-18	0.5	-6	12
O=C(c1ccco1)N1CCN(C(=O)C2(S(=O)(=O)c3ccc(Cl)cc3)CC2)CC1	0	-4	10	4	1	-5	1.0	-9	-14
O=Cc1cccc(OCc2cccc3ccccc23)c1	-2	-3	2	7	-1	-6	-0.4	0	1
CCC(C)NC(=O)c1ccc(NC(=O)C2=C(C)OCCS2)cc1 (stereo not drawn)	-1	-3	-1	2	2	-6	0.0	-4	-4
O=C(Cn1cccc1)NCc1cccs1	2	-7	2	-2	1	-4	0.0	2	-11
CCOC(=O)c1[nH]nc(N)c1NC(=O)c1ccc(Cl)cc1Cl	6	-3	2	-21	3	-9	0.5	-16	-3
CCC(C(=O)Nc1cc(C(=O)Nc2cc(C)ccn2)ccc1Cl)c1ccccc1 (stereo not drawn)	0	-8	-3	-6	-2	-3	5.4	-18	4
CCN(CC)C(=O)C1=C(C)N(CCC2=CCCCC2)C(=O)C(CC(=O)NCc2cccs2)C1 (stereo not drawn)	1	-7	-22	-2	0	·	0.2	·	11
CC(C)(C)c1ccc(CC(=O)N2CCC2(C)C(=O)Nc2ccc(F)cc2F)cc1 (stereo not drawn)	7	1	-8	-18	6	·	2.5	·	-10
CSc1cccc(NC(=O)CCCNC(=O)c2ccc(Cl)cc2)c1	2	-8	6	-4	4	-5	1.5	-25	-19
COC(=O)c1ccc(CN2C(=O)C(C)ON=C2c2ncccc2C)o1 (stereo not drawn)	6	-2	-9	-11	1	·	0.5	·	-4
O=S(=O)(NCc1ccc2c(c1)OCO2)c1c(F)cc(F)cc1Br	20	1	-2	-20	1	0	0.6	-11	-4
Cc1ccc(S(=O)(=O)N2CCCOC2CNC(=O)C(=O)NCc2ccccc2C)cc1 (stereo not drawn)	5	0	0	-10	6	-8	3.4	-8	-3
CC(/C=C/c1cccs1)=C\C(=O)O	9	-2	-2	-10	0	-16	0.1	-1	-14
Cc1ccccc1OCC(=O)N/N=C/c1c(C)nn(-c2ccccc2)c1Cl	6	-8	-3	-5	1	2	-0.1	-9	1
CC1=CC(C)(C)N2C(=O)C3(SCC(=O)N3c3ccc(O)cc3)c3cc(C)cc1c32 (stereo not drawn)	11	8	6	-5	4	-4	0.7	-7	20
COc1ccccc1CC(=O)Nc1c[nH]c(=O)[nH]c1=O	5	-4	3	-5	2	-10	1.0	-1	-6
CCOC(=O)Cn1c(SC)nc2sc3c(c2c1=O)CC(C)(C)OC3	3	-4	6	7	1	0	0.3	-12	-5
Cc1ccn2c(NC3CCCCC3)c(-c3cccc(-c4cccc(Cl)c4)c3)nc2c1	-1	-7	10	3	1	-6	-0.5	-20	-14
CN(C)S(=O)(=O)c1cccc(NC(=O)c2ccc(N3CCCC3=O)cc2)c1	-12	-8	8	14	2	-3	1.5	-12	-4
Cc1onc(-c2ccccc2Cl)c1C(=O)NCc1ccccc1F	3	-4	-12	-4	3	3	2.5	-4	-15
COc1cc(C)c(NC(=O)C(=S)NCc2ccccc2)cc1C	4	-2	1	2	0	-29	0.1	-15	-9
CC1CCCCC1NC(=O)CCS(=O)(=O)c1ccc2c(c1)NC(=O)CS2 (stereo not drawn)	1	-2	2	-2	1	-6	1.1	-17	-9
CCOC(=O)N1CCN(S(=O)(=O)c2cc(Br)cc3c2N(C(=O)C2CC2)CC3)CC1	8	-1	2	-7	0	-3	-0.1	-18	-7
Cc1ccc(OCC(=O)Nc2ccc(-n3cnnn3)cc2)c(C)c1	11	2	1	-13	0	·	0.7	·	3
Cn1c(SCC(=O)N2CCOCC2)nnc1-c1ccc2ncccc2c1	8	-2	-6	-17	2	4	0.6	-25	-15
c1cncc(-c2nc3c(ccc4ccccc43)[nH]2)c1	5	-3	6	-2	2	-1	1.2	-10	-2
C[C@H](CO)N1C[C@H](C)[C@@H](CN(C)S(=O)(=O)c2cn(C)cn2)Oc2cc(Br)ccc2S1(=O)=O	7	-1	-9	-6	1	·	0.5	·	-6
CC1(C)CN(c2ccc(Br)cc2)C(=O)[C@H]1CC(=O)Nc1ccccc1	3	-4	-7	-12	5	·	1.0	·	-11
COc1ccc2nc(SCC(=O)Nc3nccs3)[nH]c2c1	6	-5	-3	-3	3	-9	0.8	7	-5
O=C1C(C2=NC(c3ccccn3)C3C(=O)N(c4ccc(OC(F)(F)F)cc4)C(=O)C23)=C(O)c2ccccc21 (stereo not drawn)	3	-3	1	-5	-1	-4	0.0	-12	5
Cc1ccc(S(=O)(=O)N(C)c2ccc(OCC(=O)Nc3cccc(-n4cnnn4)c3C)cc2)cc1	-7	-3	20	11	9	-4	8.4	-4	-10
COc1ccc(S(=O)(=O)NN=C2CCCCC2)cc1	-3	-6	6	7	-1	-3	0.4	-5	1
C=CCn1c(SCC(=O)NCC2CCCO2)nc2scc(-c3ccco3)c2c1=O (stereo not drawn)	5	-7	6	-9	2	-1	1.5	-22	-24
CC(C)(C)c1cc(-c2ccccc2)no1	16	-1	-5	-13	0	3	0.5	-15	-7
C1CCC(Nc2nc3nonc3nc2N2CCSCC2)C1	2	-6	7	1	0	-13	0.1	-11	4
COC(=O)[C@@H]1C[C@@H](c2ccccc2)[C@H](C)C1(C)C	7	-3	-1	0	1	-11	0.7	-9	-10
Cc1ccc(NC(=O)C2CCN(S(C)(=O)=O)CC2)cc1	4	-2	-5	2	1	-2	0.5	-7	-10
Cc1ccc2sc(NNC(=O)c3ccc4c(c3)OCCO4)nc2c1C	19	2	-1	-18	2	-3	0.3	-9	7
CCOc1ccc(NS(=O)(=O)c2ccc3[nH]c(=O)c(=O)[nH]c3c2)cc1	-8	-7	7	9	8	-5	4.0	-17	1
CCN(CC(=O)N1CCCC1)S(=O)(=O)c1ccc2ccccc2c1	0	-3	5	-8	0	7	1.2	-9	-5
CCNC(=O)N1CCCC(C(=O)c2ccc3cc(OC)ccc3c2)C1 (stereo not drawn)	-4	-6	-18	10	1	-8	-0.5	-3	1
CCOc1ccc(S(=O)(=O)N/N=C2/CC(c3ccccc3)Oc3ccccc32)cc1 (stereo not drawn)	7	-6	-8	-8	-2	-2	-0.3	-16	9
O=C(O)c1ccccc1OCCOc1ccccc1C(=O)O	6	-3	7	2	0	-1	-0.3	-2	11
O=C(COc1cc2oc(=O)c3c(c2cc1Cl)CCC3)NCc1ccncc1	1	-3	-14	-2	2	-6	0.1	-36	5
COc1ccc(C(=O)NCC(c2ccco2)N2CCOCC2)cc1 (stereo not drawn)	9	-4	7	-8	0	·	0.0	·	1
COc1ccccc1C(=O)Nc1c2c(nn1-c1cccc(C)c1C)CS(=O)C2 (stereo not drawn)	10	-5	-9	-28	6	-2	2.5	-16	-19
Cc1ccc(CNC(=O)COc2cc(O)c3c(c2)OC(C)(C)CC3=O)cc1	5	-5	-4	-11	8	-1	2.9	-16	-4
CCN(C[C@H]1N[C@@](C)(C(=O)OC)[C@H]2C(=O)N(Cc3ccccc3)C(=O)[C@@H]12)C(=O)c1ccc(C(C)(C)C)cc1	-7	0	-1	19	16	-2	5.0	-12	-8
Nc1ccc(SC(F)(F)F)cc1	1	-7	-24	1	2	-6	-0.5	-5	-14
O=C(CN1CCC(NC(=O)c2ccc(F)cc2)CC1)NCc1ccccc1F	9	-2	-10	-5	2	2	0.7	-12	0
Continuation.
SMILES	M1 PAM	CHRM1 agonist	CHRM4 antagonist	M1 antag	M4 ag	OXTR potentiator	CHO-K1 Ca ag	CHO parental Ca	CHO-K1 Ca antag
O=C(CCOc1ccccc1)N1CCN(S(=O)(=O)c2cccs2)CC1	5	-4	0	-8	4	6	1.8	-5	7
Cc1ccccc1NC(=O)c1ccc2c(O)c(S(=O)(=O)c3ccccc3)c(=O)[nH]c2c1	-1	-1	4	0	0	-2	-0.3	11	-6
Fc1cccc(/C=N/n2c(C3CCCCC3)n[nH]c2=S)c1	-1	-10	-7	-2	0	-8	0.0	-2	-17
CN1CCc2c(sc(NC(=O)CS(=O)(=O)c3ccccc3)c2C(N)=O)C1	4	-2	-8	-10	0	3	1.0	2	-6
O=C(NCCN1CCOCC1)c1cc2ccccc2oc1=O	9	-8	4	-10	0	0	0.7	-7	-5
Cc1nc2ccccc2n1C1CCN(C(=O)Nc2ccccc2)CC1	3	-2	-10	-1	1	-3	0.0	-16	-3
O=C(O)c1ccccc1-c1ccccc1C(=O)Nc1ccccc1-c1ccccc1	7	-3	-9	-12	0	-19	0.2	1	-17
Brc1ccccc1C1N=C(c2ccccc2)NO1 (stereo not drawn)	8	-5	-6	-17	1	-1	1.6	-22	-11

Bioassay records (PubChem BioAssay)
